M1 ag parental – counter-screen for M1 agonists: effect in parental CHO-K1 cells | Fluo-8 calcium fluorescence; scaled to maximal ATP response, vehicle zero | activation, % at 3 µM | 360,000 compounds, 0.48% hits; in the data active means activation above about 15%;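 further: untransfected CHO-K1 host cells lacking M1 receptor as counterscreen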
OXTR potentiator – human OXTR potentiation; CHO-OTR cells, Fluo-8 calcium fluorescence, potentiator mode; 0% = oxytocin EC15, 100% = EC100; 320,000 compounds, 0.061% hits; activation, % at 3 µM; AID 2445; P30559;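 active means activation above that plate's cutoff, the mean activation of tested compounds plus 3 SD, cut at about 6.6% in these data, passing the limit was not always enough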;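 further: 100% uses oxytocin at 75 nM as the full agonist control; some results filed as inactive read as strong as hits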
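Material: human OTR in CHO cells. Compound: 3.0 µM, one dose. Timing: compound 6 min at room temperature before oxytocin, 100 s read. Evaluation: % activation of max/min ratio relative to oxytocin controls. Replication: single well per compound, singlicate. Signal: Fluo-8 calcium dye fluorescence.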
M1 PAM parental – counter-screen for M1 PAMs: effect in parental CHO-K1 cells | ATP EC20, Fluo-8 calcium fluorescence; 0% at ATP EC20, 100% at ATP max | 360,000 compounds, 0.02% hits | activation, % at 3 µM;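 active means activation above the run cutoff, the mean activation of all test compounds plus 3 SD, cut at about 40% in these data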;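 further: peak over basal fluorescence ratio in a 140 s read after ATP addition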
CHO parental Ca – counter-screen: ATP calcium response change in parental CHO cells. inhibition, % at 5.6 µM. AID 463079. 330,000 compounds, 0.63% hits. parental CHO-K1, ATP-induced calcium, Fluo-8 fluorescence;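 active means inhibition above that plate's mean sample inhibition plus 3 SD, cut at about 26% in these data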;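 further: 0% = ATP-challenged DMSO wells and 100% = DMSO wells without ATP; some compounds past the cut are filed as inactive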
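Material – parental CHO cells · Reagent – ATP stimulus · Compound – single nominal dose of 5.6 µM per compound · Detection – Fluo-8 fluorescence · Read-out basis – percent inhibition of calcium signal · Controls – ATP-challenged DMSO wells low, unchallenged DMSO wells high · Repeats – no replicates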
M1 ag – human M1 muscarinic receptor agonism | CHO-K1 hM1, Fluo-8 calcium fluorescence, agonist mode; 0% DMSO, 100% acetylcholine EC100 | activation, % at 3 µM | 360,000 compounds, 0.33% hits | P11229;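 active means activation above the run's mean compound activation plus 3 SD, cut at about 16% in these data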;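 further: peak over basal fluorescence ratio within a 140 s kinetic read after compound addition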
Target sequence (P11229 whole entry, looked up): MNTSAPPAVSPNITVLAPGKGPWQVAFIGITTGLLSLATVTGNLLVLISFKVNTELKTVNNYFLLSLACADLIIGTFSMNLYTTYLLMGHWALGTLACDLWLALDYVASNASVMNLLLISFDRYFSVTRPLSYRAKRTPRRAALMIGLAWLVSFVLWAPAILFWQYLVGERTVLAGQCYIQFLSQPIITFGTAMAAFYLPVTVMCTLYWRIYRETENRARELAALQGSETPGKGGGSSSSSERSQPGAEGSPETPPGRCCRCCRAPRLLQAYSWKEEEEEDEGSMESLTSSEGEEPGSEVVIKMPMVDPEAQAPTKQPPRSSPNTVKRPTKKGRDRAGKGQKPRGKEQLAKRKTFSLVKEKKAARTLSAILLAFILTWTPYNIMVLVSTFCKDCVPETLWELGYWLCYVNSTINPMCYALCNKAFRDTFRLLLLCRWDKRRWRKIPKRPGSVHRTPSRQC
TAAR1 antag – human TAAR1 antagonism. 360,000 compounds, 1.5% hits. Q96RJ0. CHO RD-HGA16 TAAR1, Fluo-8 calcium fluorescence, antagonist. inhibition, % at 3 µM;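 active means inhibition above a per-plate cutoff, the mean inhibition of test compounds on that plate plus 3 SD, cut at about 49% in these data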;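 further: 0% = DMSO plus EC80 beta-PEA response and 100% = DMSO alone without agonist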
Target sequence (Q96RJ0 whole entry, looked up): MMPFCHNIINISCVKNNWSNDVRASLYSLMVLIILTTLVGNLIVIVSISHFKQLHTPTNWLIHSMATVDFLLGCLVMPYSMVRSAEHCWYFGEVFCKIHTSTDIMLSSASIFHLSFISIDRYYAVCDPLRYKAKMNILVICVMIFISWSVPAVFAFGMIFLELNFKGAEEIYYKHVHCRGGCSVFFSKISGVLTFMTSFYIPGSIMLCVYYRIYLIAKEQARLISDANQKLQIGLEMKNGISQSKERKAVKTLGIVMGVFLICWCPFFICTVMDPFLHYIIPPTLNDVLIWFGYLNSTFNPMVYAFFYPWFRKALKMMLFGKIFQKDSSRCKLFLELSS
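Test system – hTAAR1-expressing CHO RD-HGA16 cells, Gα16-coupled · Also added – β-PEA at EC80 concentration, post-compound challenge · Compound – 3 µM, single point · Incubation – dye loading 75 min at 37 °C, then 30 min room temperature · Measured by – Fluo-8 intracellular calcium dye fluorescence, real-time kinetic reads · Benchmarks – vehicle and agonist controls · Replicates – singlicate, one well per test compound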
V1aR counter – counter-screen for oxytocin receptor agonists: human V1a receptor agonists; P37288; CHO-V1R cells, Fluo-8 calcium fluorescence, agonist mode; 0% DMSO, 100% 3 nM vasopressin; activation, % at 3 µM; 320,000 compounds, 0.25% hits; AID 2797;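 active means activation above the mean activation of all tested compounds plus 3 SD, per screening run, cut at about 20% in these data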;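 further: signal is peak over basal fluorescence ratio across a 100 second FLIPR read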
TAAR1 ag – agonists of human TAAR1; CHO RD-HGA16 TAAR1, Fluo-8 calcium fluorescence; vehicle wells 0%, saturating PEA agonist 100%; activation, % at 3 µM; 360,000 compounds, 0.99% hits;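 active means activation above the mean activation of all test compounds in the run plus 3 SD, cut at about 38% in these data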
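Benchmarks: low control DMSO, high control PEA (EC100); System: CHO RD-HGA16 cells carrying human TAAR1 plus Gα16; Detection: Fluo-8 fluorescence, 5 s baseline then 140 s kinetic read; Schedule: 17-24 h plating, Fluo-8 75 min 37 °C, 30 min RT; Read-out basis: % activation from peak over basal fluorescence ratio, DMSO-to-PEA scaled.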
CHO-K1 Ca antag – M1 antagonist counterscreen hit in parental CHO-K1 cells | ATP-induced calcium, Fluo-8 fluorescence | inhibition, % at 3 µM | 360,000 compounds, 0.6% hits | AID 602250;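 active means inhibition above a per-plate cutoff, the plate's mean sample inhibition plus 3 SD, cut at about 24% in these data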;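 further: 0% = DMSO plus EC80 ATP and 100% = DMSO alone without ATP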
* hit, by the source's call; . = no result given.

SMILES | M1 ag parental | OXTR potentiator | M1 PAM parental | CHO parental Ca | M1 ag | TAAR1 antag | V1aR counter | TAAR1 ag | CHO-K1 Ca antag
CC(C)(C)NC(=O)CSc1nc(N)cc(=O)[nH]1 | -0.1 | -3 | 9 | -9 | -2 | 11 | 0.1 | 11 | -10
O=C(NCCCN1CCCC1)c1ccc2c(c1)N(Cc1cccc(Cl)c1)C(=O)c1ccccc1S2(=O)=O | 0.1 | . | 7 | . | -9 | 10 | . | 1 | 0
O=C(OCc1ccc(Cl)cc1)c1cnccn1 | 0.9 | -6 | 18 | 0 | -4 | 5 | 0.8 | 0 | -5
O=C(NCCNc1ccc(Cl)cc1[N+](=O)[O-])c1cccnc1 | 8.3 | -14 | 14 | -2 | -3 | 22 | 5.7 | 11 | -7
CCOc1ccc(N(CC(=O)N2CCOCC2)S(=O)(=O)c2ccc(F)cc2)cc1 | 0.3 | -5 | -12 | -7 | -2 | 0 | -0.4 | 3 | -2
CC(C)OP(=O)(OC(C)C)C(NC(=O)c1ccc(Br)cc1)c1ccccc1 (centres undefined) | 1.7 | -11 | 16 | -35 | -5 | 12 | -0.1 | 5 | -4
CC1CCN(C(=O)c2cc(-c3ccc4c(c3)OCO4)on2)CC1 | 0.2 | -12 | -1 | -14 | -2 | -24 | -0.7 | 2 | 9
CCc1nc2c(OCc3ccc(OC(F)F)cc3)cccn2c1N(C)C(=O)c1ccc(OC)cc1 | 0.3 | . | -8 | . | -8 | -12 | . | 0 | 1
O=C(Nc1nc(-c2ccco2)cs1)c1ccccc1 | -0.3 | 0 | 4 | 2 | -3 | 13 | 0.0 | 0 | -1
O=C(CCC(=O)c1ccc(-c2ccccc2)cc1)Nc1cccnc1 | 4.2 | -16 | -12 | -19 | 0 | 6 | 4.7 | 0 | -12
O=C(Cc1nc2ccccc2[nH]1)c1ccc([N+](=O)[O-])cc1 | 0.7 | -3 | 12 | 4 | -3 | -7 | 0.2 | 0 | -16
CCc1ccc(NC(=O)COc2ccc3c(c2)OCO3)cc1 | -0.2 | 5 | 2 | 3 | -5 | 8 | 0.6 | -3 | -7
Cc1cccc(N2CCN(C(=O)c3cc(S(=O)(=O)N4CCCC4)cn3C)CC2)c1C | 1.4 | -4 | 20 | -12 | -2 | -29 | 6.2 | 8 | 1
CCOc1ccc(CCNC(=O)COC(=O)COc2ccc(Br)cc2)cc1OCC | 2.3 | -7 | 3 | -23 | -1 | 6 | 3.4 | 0 | -11
O=c1c2ccccc2c(/C=N/n2cnnc2)c(O)n1-c1ccccc1F | 0.0 | -2 | 8 | -6 | -1 | 1 | -0.4 | -1 | -9
COc1ccc(-n2nnc3c(SCC(=O)NCC4CCCO4)ncnc32)cc1 (centres undefined) | 5.5 | -34 | 11 | -16 | 3 | -5 | 8.0 | 5 | -2
O=C(c1n[nH]c2ccccc12)N1CCN(S(=O)(=O)c2ccc(Cl)cc2)CC1 | 4.4 | -11 | 2 | -15 | -5 | 24 | 4.3 | 10 | -12
Cc1cc(C(=O)Nc2ccc(S(=O)(=O)N3CCCC3)cc2)no1 | 0.1 | -5 | 12 | 2 | -6 | -9 | 1.4 | 1 | 4
COc1ccc(NC(=O)CSc2ccc3nnc(-c4cccnc4)n3n2)cc1OC | 0.6 | -1 | 1 | 1 | -3 | -15 | 0.6 | 1 | -3
CCCNC(=O)C1(C)CCN(C(=O)Cc2ccc(OC)c(OC)c2)C1 (centres undefined) | 0.6 | . | 3 | . | -1 | -3 | . | 0 | 0
COc1ccc(CNS(=O)(=O)c2cc(-c3cc(C)no3)ccc2OC)cc1OC | 1.1 | 3 | 9 | -10 | -2 | 6 | 0.6 | 1 | -12
Clc1ccccc1/C=N/NC1=Nc2cccc3cccc1c23 | -0.2 | -10 | -10 | -1 | 2 | 5 | 0.9 | 1 | -2
O=C(N/C=N/OCc1ccc(Cl)cc1Cl)NOCc1ncc(C(F)(F)F)cc1Cl | 0.1 | -26 | 4 | -20 | -3 | 19 | 1.0 | -1 | 6
O=C(CCc1nnc2ccc(N3CCCCC3)nn12)NCc1ccco1 | 0.5 | -20 | 15 | 5 | -9 | -16 | -0.8 | -2 | -14
NC(=O)c1cc[n+](CC(=O)c2ccc(NC(=O)c3ccccc3)cc2)cc1 | 0.1 | -1 | 13 | -5 | -10 | 3 | 1.0 | 8 | 1
CC1=C(C(=O)N2CCOCC2)CC(CC(=O)NCCCCc2ccccc2)C(=O)N1Cc1ccc(F)cc1 (centres undefined) | 0.3 | . | 14 | . | 0 | -2 | . | 7 | -14
O=C(CSc1nncn1-c1ccccn1)Nc1ccccc1Cl | 0.6 | -7 | 0 | -1 | -3 | -9 | 1.5 | 4 | -11
COC(=O)c1ccc2c(=O)n(Cc3ccco3)c(SCC(=O)Nc3ccccc3Cl)nc2c1 | 0.4 | 2 | 25 | -13 | -7 | -22 | -1.0 | 1 | -6
O=C(c1ccco1)N1CCN(C2CN(C3CCCC3)S(=O)(=O)C2)CC1 (centres undefined) | 0.3 | . | -1 | . | -2 | -22 | . | 3 | 10
O=C(OCc1ccccc1)/C(=C/c1cccc2ccccc12)NC(=O)c1ccccc1 | 0.8 | -7 | 27 | -12 | 3 | 20 | 1.3 | -3 | -3
C=CCn1c(SCC(=O)c2cccs2)nc2sc(CC)cc2c1=O | 4.3 | -6 | 17 | 56* | -2 | 37 | 3.9 | 13 | -5
C=CCn1c(C(C)NC(=O)c2cccs2)n[nH]c1=S (centres undefined) | 2.9 | -7 | 18 | -5 | -5 | -18 | 0.0 | 2 | -1
Cc1ccccc1CCNC(=O)c1cc(C2CC2)nc2c1cnn2C(C)C | -0.8 | -2 | -8 | -21 | -7 | 12 | -0.8 | 5 | -15
Cc1cccc(N2CCC(N=CN(C)C)=N2)c1 | -0.1 | -7 | -1 | -1 | -4 | -12 | 0.2 | 1 | -1
COC(=O)C1=C(COc2ccccc2)NC(=O)NC1c1ccc2ccccc2c1 (centres undefined) | . | -3 | . | -24 | . | 10 | 0.6 | 11 | .
CCCC(=O)N1CCCC1(C)C(=O)Nc1cc(OC)ccc1OC (centres undefined) | 0.2 | . | 0 | . | -3 | -15 | . | 1 | 2
O=c1c2ccc(Cl)cc2[nH]c(=S)n1Cc1cccnc1 | 1.0 | 1 | 10 | 2 | -4 | 3 | 2.0 | 12 | 7
Cn1c(N/N=C/c2c[nH]c3ccccc23)nc2ccccc21 | -0.1 | -4 | -2 | -13 | -5 | -6 | -0.8 | 4 | 9
Cc1cnc(NC(=O)CSc2nc3ccccc3s2)s1 | 2.1 | -10 | 18 | -13 | -3 | 14 | 0.3 | 11 | -7
CC1=NCCN1CCNC(=O)Nc1ccc(F)cc1 | 0.3 | 5 | -16 | -23 | -7 | -42 | -0.7 | 1 | -2
O=C(O)c1ccccc1-c1ccccc1C(=O)NCc1ccco1 | 0.2 | -11 | 15 | -5 | -2 | -8 | 0.2 | 0 | 2
COc1cccc(C2CC(=O)Nc3cc(OC)c(OC)c(OC)c32)c1OC (centres undefined) | 0.3 | -9 | 6 | 5 | -3 | -3 | 0.3 | 6 | 6
COc1ccc(Cc2c(-c3ccc(C)cc3)nc3ccc(Cl)cn23)c(C)c1 | 0.2 | . | 5 | . | -10 | -4 | . | -2 | 5
COc1ccc(NC(=O)CCC(=O)Nc2nnc(C(C)C)s2)cc1Cl | -0.5 | -8 | 10 | -10 | 1 | -4 | 0.6 | 4 | 3
CCN(CC)c1ccc(S(=O)(=O)N2CCOCC2)cc1NC(=O)COC(=O)C1=COCCO1 | 1.1 | . | 10 | . | -6 | -6 | . | 3 | 3
CC(C)=CC(=O)Nc1ccccc1Br | -0.2 | 2 | 1 | 1 | -3 | . | 0.0 | . | -6
Cc1cc(S(=O)(=O)n2cnc3cc([N+](=O)[O-])ccc32)ccc1Cl | 1.3 | 5 | 28 | -9 | -3 | 6 | 0.8 | 1 | -11
CCCn1c(CN2CCN(C(=O)OCC)CC2)nc2cc([N+](=O)[O-])ccc21 | 4.3 | -5 | 7 | 0 | -8 | -6 | 4.1 | 1 | -10
COc1cccc(OC)c1C(=O)NC(=S)N1CCOCC1 | -0.5 | 3 | -1 | -15 | -7 | 2 | 0.5 | 4 | 9
O=C(NC(c1ccc(-c2ccccc2)cc1)c1cnccn1)C1CCN(CCOc2ccc(Cl)cc2Cl)CC1 (centres undefined) | 3.3 | . | 22 | . | -1 | 41 | . | 13 | -8
COc1ccc(CNC(=O)c2nnn(-c3cccc(C(F)(F)F)c3)c2N)cc1 | 2.0 | -4 | 8 | 0 | 0 | -37 | 4.1 | 6 | -5
COC(=O)c1cc(C)ccc1/C=C1/Cc2c(C)cc(C)cc2C1=O | 0.8 | . | 12 | . | -4 | -23 | . | 5 | -22
COc1ccccc1CNC(=O)CCS(=O)(=O)c1ccc(Cl)cc1 | 0.5 | -1 | 5 | -29 | -5 | 2 | -0.5 | 1 | -5
O=C(Nc1ccsc1C(=O)O)c1ccccc1 | -0.9 | 2 | 0 | 10 | -1 | -13 | -0.5 | 5 | -4
COc1cccc(Nc2cc(N3CCOCC3)c3nonc3c2[N+](=O)[O-])c1 | 0.3 | -5 | 10 | -3 | -3 | -16 | 1.0 | 6 | -6
COc1ccc(NC(=O)C2CCCNC2)cc1OCC(C)C (centres undefined) | 1.3 | -6 | 15 | -23 | -6 | -11 | -1.1 | 1 | 2
Cc1ccc(-c2n[nH]c(=S)n2/N=C\c2ccco2)cc1 | 6.7 | -6 | 19 | -7 | -7 | -16 | -0.3 | 3 | 0
COc1ccc(NC(=O)CN(C)CC(=O)Nc2ccc(Cl)c(S(=O)(=O)N(C)C)c2)cc1 | 4.9 | -24 | 18 | -34 | -6 | -2 | 0.1 | 2 | -7

3 structures already listed, sorted by molar mass, smallest number first.
SMILES | M1 ag parental | OXTR potentiator | M1 PAM parental | CHO parental Ca | M1 ag | TAAR1 antag | V1aR counter | TAAR1 ag | CHO-K1 Ca antag
Cc1ccc(-c2n[nH]c(=S)n2/N=C\c2ccco2)cc1 | 6.7 | -6 | 19 | -7 | -7 | -16 | -0.3 | 3 | 0
COc1ccc(NC(=O)C2CCCNC2)cc1OCC(C)C (centres undefined) | 1.3 | -6 | 15 | -23 | -6 | -11 | -1.1 | 1 | 2
COc1cccc(OC)c1C(=O)NC(=S)N1CCOCC1 | -0.5 | 3 | -1 | -15 | -7 | 2 | 0.5 | 4 | 9

Assay outcomes: PubChem, The Scripps Research Institute Molecular Screening Center
